Source: PubChem BioAssay (Broad Institute)
DENV2 CPE rescue: protects cells from dengue virus 2 cytopathic effect; DENV2-infected cells, cytopathic effect rescue, plate reader; CPE inhibition, % at 9.99 µM; AID 651640; 350,000 compounds, 1.7% hits; in the data active = CPE inhibition above about 20%, passing the limit was not always enough; inconclusive = no clear call, values can overlap the other calls; tested in BHK-21 cells;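 note: 0% = median of neutral control wells and 100% = median of positive control wells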
E-selectin induc: induces E-selectin expression in human endothelial cells; HUVEC E-selectin immunofluorescence imaging; normalized: neutral wells 0, TNF-alpha wells 100; activation, % at 7.58 µM; 260,000 compounds, 0.37% hits; AID 686992;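 active = mean E-selectin-positive cell signal at least 10% of the positive control, reached in at least 60% of replicates, without over 20% cell loss; inconclusive = no rule given, readout overlaps actives, possibly toxicity-flagged; inactive = the rest, including those meeting only one limit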;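 note: in these data hits start at about 27%; measured in HUVEC primary endothelial cells; signal is the percent of cells scored E-selectin positive by PE staining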
Target sequence (P16581 whole entry, looked up): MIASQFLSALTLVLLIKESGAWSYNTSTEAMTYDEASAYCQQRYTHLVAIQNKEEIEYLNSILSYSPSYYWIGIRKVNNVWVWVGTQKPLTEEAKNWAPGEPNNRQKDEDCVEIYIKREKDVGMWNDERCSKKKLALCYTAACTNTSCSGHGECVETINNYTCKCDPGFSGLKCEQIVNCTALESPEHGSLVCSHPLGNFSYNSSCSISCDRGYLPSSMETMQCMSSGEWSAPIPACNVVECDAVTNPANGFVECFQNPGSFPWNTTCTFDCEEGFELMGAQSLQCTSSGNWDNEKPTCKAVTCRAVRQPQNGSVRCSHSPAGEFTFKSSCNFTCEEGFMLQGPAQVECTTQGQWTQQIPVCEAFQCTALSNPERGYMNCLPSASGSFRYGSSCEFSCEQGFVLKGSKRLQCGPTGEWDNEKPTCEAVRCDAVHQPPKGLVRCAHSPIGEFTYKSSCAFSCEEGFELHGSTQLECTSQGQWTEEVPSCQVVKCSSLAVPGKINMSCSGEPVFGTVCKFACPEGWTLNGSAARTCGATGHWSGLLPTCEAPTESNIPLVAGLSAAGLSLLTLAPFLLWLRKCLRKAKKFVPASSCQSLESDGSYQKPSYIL
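System: HUVEC / Compound: single concentration / Signal: immunofluorescence imaging / Read-out: percent E-selectin-positive cells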
Starred values were filed as active, the others as inactive; u = inconclusive; & = joins results of further samples; ! = not confirmed by another sample. This is a subset; count on the stated rates, not on these rows.

Every second line gives: E-selectin induc	DENV2 CPE rescue
1) Cc1ccccc1-c1ccc(C2[C@@H]3CN(C(=O)Cc4ccncc4)C[C@H]2N3)cc1 (stereo partly specified)
 : 0.0&0.4	86.0*!
2) Cc1ccc(NC(=O)C[C@H]2CC[C@H]3[C@@H](COc4ccc(NC(=O)C5CCCCC5)cc4C(=O)N3C)O2)cc1
 : 0.2	-13.8
3) COc1ccc2c3c([nH]c2c1)[C@@H](CO)N(C(=O)C1CCCCC1)CC31CN(Cc2nccs2)C1
 : -0.2	1.6
4) COc1ccc(CN2CC3(CCN(Cc4ccccn4)CC3)c3c(n(C)c4cc(OC)ccc34)[C@@H]2CO)cc1
 : -0.3	0.1
5) COc1cc(CN2CC3(CN(C(=O)c4ccc5c(c4)OCO5)C3)c3c(n(C)c4cc(OC)ccc34)[C@H]2CO)cc(OC)c1
 : -0.4	-12.5
6) COc1ccc2c3c(n(C)c2c1)[C@@H](CO)N(Cc1nccs1)CC31CN(C)C1
 : -0.3	16.0
7) COc1ccc2c3c([nH]c2c1)[C@H](CO)N(Cc1ccccc1F)CC31CN(C(=O)C2CCOCC2)C1
 : -0.1	-3.2
8) COc1ccc2c3c([nH]c2c1)[C@@H](CO)NCC31CN(S(=O)(=O)c2ccccc2)C1
 : 1.2	-5.0
9) COc1ccc2c3c([nH]c2c1)[C@H](CO)N(C)CC31CN(C(=O)c2ccccn2)C1
 : -0.5	-10.4
10) COc1ccc2c3c(n(C)c2c1)[C@@H](CO)N(S(C)(=O)=O)CC31CN(C(=O)C2CC2)C1
 : -0.2	-4.0
11) CCCNC(=O)N1C[C@@H]2N[C@H](C1)C2c1ccc(-c2ccc(OC)cc2)cc1 (stereo partly specified)
 : -0.1&0.0	32.3*!
12) COc1cccc(S(=O)(=O)N2CC3(CN(C(=O)Nc4ccc(F)cc4)[C@@H](CO)c4[nH]c5cc(OC)ccc5c43)C2)c1
 : 0.0	-11.3
13) CCC(=O)N1CC2(CCN(Cc3ccncc3)CC2)c2c(n(C)c3cc(OC)ccc23)[C@H]1CO
 : 2.0	-8.0
14) CN(C)CC(=O)N1C[C@@H]2N[C@H](C1)C2c1ccc(C2=CCCCC2)cc1 (stereo partly specified)
 : 0.0	19.5
15) COc1ccc2c3c(n(C)c2c1)[C@@H](CO)NCC31CN(S(=O)(=O)c2cccc(C)c2)C1
 : -0.6	-1.7
16) CCC(=O)N1CCC2(CC1)CN(Cc1ccc3c(c1)OCO3)[C@@H](CO)c1c2c2ccc(OC)cc2n1C
 : -0.4	-3.9
17) Cc1cccc(S(=O)(=O)N2C[C@@H]3N[C@H](C2)C3c2ccc(-c3ccccc3C)cc2)c1 (stereo partly specified)
 : -0.1&0.0	-15.4&5.0
18) COc1ccc2c3c(n(C)c2c1)[C@@H](CO)N(C(=O)c1ccccc1)CC31CN(CC2CC2)C1
 : -0.3	u
19) N#Cc1ccc(-c2ccc(C3[C@@H]4CN(S(=O)(=O)c5ccc(F)cc5)C[C@H]3N4)cc2)cc1 (stereo partly specified)
 : -0.1&0.0	u
20) CN(C)C(=O)c1cccc(-c2ccc(C3[C@@H]4CN(C(=O)CN5CCOCC5)C[C@H]3N4)cc2)c1 (stereo partly specified)
 : -0.1&-0.1	-5.4&3.3
21) COc1ccc2c3c(n(C)c2c1)[C@@H](CO)N(C(=O)CN1CCOCC1)CC31CCN(C(=O)CC2CC2)CC1
 : 0.0	u
22) COc1ccc2c3c([nH]c2c1)[C@@H](CO)N(C(=O)C1CC1)CC31CCN(C(=O)NC(C)C)CC1
 : -0.4	2.2
23) COCC(=O)N1CCC2(CC1)CN(Cc1cccc(Cl)c1)[C@H](CO)c1[nH]c3cc(OC)ccc3c12
 : -0.6	11.4
24) CCC(=O)N1CC2(C1)CN(C(=O)CN1CCOCC1)[C@H](CO)c1[nH]c3cc(OC)ccc3c12
 : -0.3	29.9*
25) N#Cc1ccc(-c2ccc([C@@H]3[C@@H]4CN(C(=O)Nc5ccc6c(c5)OCO6)C[C@H]3N4)cc2)cc1
 : -0.1	15.4
26) COc1ccc2c3c(n(C)c2c1)[C@@H](CO)N(C(=O)C1CCOCC1)CC31CN(Cc2cccc(F)c2)C1
 : 0.3	u
27) COCC(=O)N1CCC2(CC1)CN(Cc1ccccc1Cl)[C@H](CO)c1c2c2ccc(OC)cc2n1C
 : -0.2	8.3
28) CCS(=O)(=O)N1CC2(CN(Cc3ccccc3)[C@@H](CO)c3c2c2ccc(OC)cc2n3C)C1
 : -0.1	6.3
29) COc1cccc(CN2CC3(CCN(CC4CCOCC4)CC3)c3c([nH]c4cc(OC)ccc34)[C@@H]2CO)c1
 : -0.3	-0.7
30) COc1ccc2c3c(n(C)c2c1)[C@H](CO)N(Cc1ccncc1)CC31CCN(C(=O)C2CC2)CC1
 : -0.2	-4.3

Individual results from above:
DENV2 CPE rescue result of COc1ccc2c3c(n(C)c2c1)[C@H](CO)N(Cc1ccncc1)CC31CCN(C(=O)C2CC2)CC1 reads -4.3
DENV2 CPE rescue result of COc1ccc(CN2CC3(CCN(Cc4ccccn4)CC3)c3c(n(C)c4cc(OC)ccc34)[C@@H]2CO)cc1 reads 0.1

Next records.
Every second line gives: E-selectin induc	DENV2 CPE rescue
31) C(=C\c1ccc(C2[C@@H]3CN(Cc4cocn4)C[C@H]2N3)cc1)/c1ccccc1 (stereo partly specified)
 : 0.0&-0.1	30.5*!
32) COc1ccc2c3c([nH]c2c1)[C@H](CO)N(S(C)(=O)=O)CC31CCN(Cc2cccc(F)c2)CC1
 : 0.0	-33.0
33) COc1ccc2c3c(n(C)c2c1)[C@H](CO)N(Cc1ccccc1)CC31CN(C(=O)C2CC2)C1
 : -0.5	-3.9
34) COc1ccc2c3c([nH]c2c1)[C@@H](CO)N(C(=O)c1ccccn1)CC31CCN(C(=O)C2CC2)CC1
 : 0.0	u
35) CN(C)C(=O)c1ccc(-c2ccc(C3[C@@H]4CN(C(=O)C5CCC5)C[C@H]3N4)cc2)cc1 (stereo partly specified)
 : 0.5&-0.6	-3.1&-0.8
36) COc1ccc2c3c([nH]c2c1)[C@@H](CO)N(S(=O)(=O)c1cn(C)cn1)CC31CCN(Cc2ccccc2Cl)CC1
 : 0.0	18.3
37) COc1cccc(NC(=O)N2CC3(C2)[C@H](c2ccccc2)[C@H](CO)N3C(=O)C2CCC2)c1
 : 0.1	0.5
38) COc1ccc2c3c(n(C)c2c1)[C@@H](CO)N(Cc1ccc2c(c1)OCO2)CC31CCN(C(=O)C2CC2)CC1
 : -0.5	19.8
39) COc1ccc2c3c([nH]c2c1)[C@H](CO)NCC31CCN(C(=O)C2CCCCC2)CC1
 : -0.3	8.2
40) CCCC(=O)N1CC2(C1)CN(C(=O)COC)[C@H](CO)c1c2c2ccc(OC)cc2n1C
 : -0.1	5.0
41) COc1ccc2c3c([nH]c2c1)[C@H](CO)N(C(=O)NC(C)C)CC31CCN(Cc2ccccc2)CC1
 : -0.4	-0.2
42) O=S(=O)(c1ccccc1F)N1C[C@@H]2N[C@H](C1)C2c1ccc(-c2cncnc2)cc1 (stereo partly specified)
 : -0.1	1.6
43) COc1cccc(-c2ccc(C3[C@@H]4CN(C(=O)Nc5ccccc5F)C[C@H]3N4)cc2)c1 (stereo partly specified)
 : 0.0&0.1	32.1*!
44) N#Cc1ccc(-c2ccc(C3[C@@H]4CN(C(=O)C5CCCCC5)C[C@H]3N4)cc2)cc1 (stereo partly specified)
 : 0.0&0.1	4.6&13.2
45) Cc1ccccc1-c1ccc(C2[C@@H]3CN(S(=O)(=O)Cc4ccccc4)C[C@H]2N3)cc1 (stereo partly specified)
 : 0.2	-26.4
46) COc1cccc(S(=O)(=O)N2CCC3(CC2)CN[C@@H](CO)c2[nH]c4cc(OC)ccc4c23)c1
 : -0.3	-2.2
47) COCC(=O)N1CC2(CN(C(=O)NC(C)C)C2)c2c(n(C)c3cc(OC)ccc23)[C@@H]1CO
 : -0.2	25.8*
48) Cc1ccc(S(=O)(=O)N2C[C@@H]3N[C@H](C2)C3c2ccc(-c3ccc(C(=O)N(C)C)cc3)cc2)cc1 (stereo partly specified)
 : -0.1	-4.0
49) COc1ccc2c3c(n(C)c2c1)[C@H](CO)N(C(=O)Nc1ccc(F)cc1)CC31CN(C(=O)CC2CC2)C1
 : 0.4	14.8
50) CCCNC(=O)N1CCC2(CC1)CN(C(=O)c1ccncc1)[C@@H](CO)c1[nH]c3cc(OC)ccc3c12
 : 0.0	1.7
51) CCCC(=O)N1CC2(CCN(C)CC2)c2c(n(C)c3cc(OC)ccc23)[C@@H]1CO
 : -0.2	63.7*
52) C[C@H](CO)N1C[C@H](C)[C@@H](CN(C)S(=O)(=O)c2cn(C)cn2)Oc2c(NC(=O)C3CCCCC3)cccc2C1=O
 : 0.2	19.9
53) Fc1cccc(-c2ccc(C3[C@@H]4CN(Cc5cncnc5)C[C@H]3N4)cc2)c1 (stereo partly specified)
 : 0.0&0.0	28.1*!
54) COc1ccc2c3c(n(C)c2c1)[C@@H](CO)N(Cc1ccccc1F)CC31CN(C(=O)C2CCC2)C1
 : -0.3	0.3
55) FC(F)(F)c1ccccc1CN1[C@@H]2CNC[C@H]1C2c1ccc(-c2ccncc2)cc1 (stereo partly specified)
 : 0.1	4.5
56) CCS(=O)(=O)N1CC2(CN(Cc3ccccc3)[C@H](CO)c3c2c2ccc(OC)cc2n3C)C1
 : -0.4	18.6
57) COc1ccc(CN2CC3(CCN(S(=O)(=O)c4ccc(C)cc4)CC3)c3c([nH]c4cc(OC)ccc34)[C@H]2CO)cc1
 : -0.4	-24.1
58) COc1cccc(-c2ccc(C3[C@@H]4CN(C(=O)C5CCOCC5)C[C@H]3N4)cc2)c1 (stereo partly specified)
 : 0.1&0.0	u
59) CCCC(=O)N1CC2(C1)CN(Cc1nccs1)[C@@H](CO)c1[nH]c3cc(OC)ccc3c12
 : -0.5	u
60) CN(C)C(=O)c1ccc(-c2ccc(C3[C@@H]4CN(S(=O)(=O)Cc5ccccc5)C[C@H]3N4)cc2)cc1 (stereo partly specified)
 : 0.0	4.6
61) CCS(=O)(=O)N1CCC2(CC1)CN(C)[C@@H](CO)c1c2c2ccc(OC)cc2n1C
 : -0.4	11.6
62) COc1cccc(S(=O)(=O)N2CC3(CCN(C)CC3)c3c(n(C)c4cc(OC)ccc34)[C@@H]2CO)c1
 : -0.4	-9.3
63) CS(=O)(=O)N1C[C@@H]2N[C@H](C1)[C@@H]2c1ccc(-c2ccccc2)cc1
 : 0.1	99.8*
64) c1cncc(-c2ccc(C3[C@@H]4CN(Cc5ccc6c(c5)OCO6)C[C@H]3N4)cc2)c1 (stereo partly specified)
 : 0.1&0.0	u
65) COc1ccc2c3c(n(C)c2c1)[C@H](CO)NCC31CCN(S(=O)(=O)c2ccc(C)cc2)CC1
 : -0.6	0.9
66) COc1ccc2c3c([nH]c2c1)[C@H](CO)NCC31CCN(C(=O)Nc2ccc3c(c2)OCO3)CC1
 : -0.3	-3.2

Among those listed so far, these contain a carbonyl joined to an NH by a bond outside any ring.
Every second line gives: E-selectin induc	DENV2 CPE rescue
2) Cc1ccc(NC(=O)C[C@H]2CC[C@H]3[C@@H](COc4ccc(NC(=O)C5CCCCC5)cc4C(=O)N3C)O2)cc1
 : 0.2	-13.8
11) CCCNC(=O)N1C[C@@H]2N[C@H](C1)C2c1ccc(-c2ccc(OC)cc2)cc1 (stereo partly specified)
 : -0.1&0.0	32.3*!
12) COc1cccc(S(=O)(=O)N2CC3(CN(C(=O)Nc4ccc(F)cc4)[C@@H](CO)c4[nH]c5cc(OC)ccc5c43)C2)c1
 : 0.0	-11.3
22) COc1ccc2c3c([nH]c2c1)[C@@H](CO)N(C(=O)C1CC1)CC31CCN(C(=O)NC(C)C)CC1
 : -0.4	2.2
25) N#Cc1ccc(-c2ccc([C@@H]3[C@@H]4CN(C(=O)Nc5ccc6c(c5)OCO6)C[C@H]3N4)cc2)cc1
 : -0.1	15.4
37) COc1cccc(NC(=O)N2CC3(C2)[C@H](c2ccccc2)[C@H](CO)N3C(=O)C2CCC2)c1
 : 0.1	0.5
41) COc1ccc2c3c([nH]c2c1)[C@H](CO)N(C(=O)NC(C)C)CC31CCN(Cc2ccccc2)CC1
 : -0.4	-0.2
43) COc1cccc(-c2ccc(C3[C@@H]4CN(C(=O)Nc5ccccc5F)C[C@H]3N4)cc2)c1 (stereo partly specified)
 : 0.0&0.1	32.1*!
47) COCC(=O)N1CC2(CN(C(=O)NC(C)C)C2)c2c(n(C)c3cc(OC)ccc23)[C@@H]1CO
 : -0.2	25.8*
49) COc1ccc2c3c(n(C)c2c1)[C@H](CO)N(C(=O)Nc1ccc(F)cc1)CC31CN(C(=O)CC2CC2)C1
 : 0.4	14.8
50) CCCNC(=O)N1CCC2(CC1)CN(C(=O)c1ccncc1)[C@@H](CO)c1[nH]c3cc(OC)ccc3c12
 : 0.0	1.7
52) C[C@H](CO)N1C[C@H](C)[C@@H](CN(C)S(=O)(=O)c2cn(C)cn2)Oc2c(NC(=O)C3CCCCC3)cccc2C1=O
 : 0.2	19.9
66) COc1ccc2c3c([nH]c2c1)[C@H](CO)NCC31CCN(C(=O)Nc2ccc3c(c2)OCO3)CC1
 : -0.3	-3.2
